From PubChem BioAssay
PriA SSB inh: blocks PriA binding to SSB C-terminal tail | 430,000 compounds, 0.6% hits | AlphaScreen SSBct-PriA binding, biotinylated peptide | inhibition, % at 33 µM; in the data active = inhibition mostly above about 37%, no sharp cut-off; inactive = mostly below about 20%;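 note: plate controls were negative control peptide for no effect and reference peptide for full effect; strong numbers were not always called active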
Active calls of the source: *; & = joins results of further samples. Not all compounds are listed; rates above refer to the full screens.

SMILES	PriA SSB inh
COC(=O)c1ccc(S(=O)(=O)Nc2ccc(CC(=O)NC3CC3)cc2)cc1	0.0
COc1ccc(CC(=O)N2CCOC(c3ccccc3)C2)cc1 (configuration not stated)	-11.0
Cc1ccnc(N/C=C(/NC(=O)c2ccccc2)C(=O)NN=Cc2ccc(F)cc2)n1	-12.2
CCc1n[nH]c(=S)n1N=Cc1cc(Br)c(OC)cc1OC	-6.1
c1cc(N2CCNCC2)nc(N2CCOCC2)n1	-11.0
O=C(CCc1ccc(-c2ccccc2)o1)Nc1ccccc1F	14.0
CCn1nnc2c(N3CC(C(=O)Nc4ccccc4SC)C3)ncnc21	-9.0
COc1cccc2sc(OC3CN(C(=O)COc4ccccc4F)C3)nc12	-10.0
COc1ccc(NC(=O)c2ccc(I)o2)cc1	-14.0
Cn1nnc2c(SCC(=O)N3CCC(Cc4ccccc4)CC3)ncnc21	-3.0
COc1ccc2nc(-c3ccc(Cl)c(NC(=O)c4cc(Cl)ccc4Cl)c3)cn2n1	-10.0
Cc1ccc(-n2ncc3c(C4CC4)nn(C)c(=O)c32)cc1C	-17.0
CC(CC(=O)Nc1ccc(Cl)cc1)=NNC(=O)C(=O)N1CCCCC1	-5.3
COc1ccc(S(=O)(=O)Nc2ccccc2C(=O)Nc2ccc(OC)cc2[N+](=O)[O-])cc1	44.0*
Cc1cccc(C=Nn2c(-c3cc(-c4ccccc4)n[nH]3)n[nH]c2=S)c1	11.2

Some of the entries so far, field by field:
CC(CC(=O)Nc1ccc(Cl)cc1)=NNC(=O)C(=O)N1CCCCC1
  PriA SSB inh: -5.3

COc1ccc(S(=O)(=O)Nc2ccccc2C(=O)Nc2ccc(OC)cc2[N+](=O)[O-])cc1
  PriA SSB inh: 44.0*

New compounds follow
SMILES	PriA SSB inh
CCCOc1ccc(-c2csc(NC(=O)[C@@H]3CCCCN3S(C)(=O)=O)n2)cc1	5.0
Cn1c(=O)[nH]c(=O)c2c1nc(N1CCN(c3ccccc3F)CC1)n2CCCSc1ncccn1	-21.0
O=C(NCc1ccc2c(c1)OCO2)C(=O)Nc1c2c(nn1-c1ccc(F)cc1)CS(=O)(=O)C2	-14.0
C=CCNC(=O)NCCn1nc(C)cc1C	2.0
CC(C)Sc1ccc(CC(=O)NCCC(O)c2ccccc2)cc1 (configuration not stated)	-24.0
COc1ccc(C2CCCCN(C(=O)C=C(C)C)C2)cc1 (configuration not stated)	-6.0
C=CCCC(=O)N(CCC)Cc1ccsc1	-8.0
O=C(NCc1ccsc1)c1ccc(-c2ccccc2)cc1	-2.0
O=[N+]([O-])c1ccc(Cc2nc3ccccc3nc2-c2ccccc2)cc1	20.0
Cc1nc(-c2cccs2)sc1CNC(=O)c1cc(=O)c2ccccc2o1	-7.0
CCOc1ccc(-c2cc3c(=O)n(CC(=O)N4CCCC4)ncn3n2)cc1	-16.0
Nc1c(C(=O)NCc2ccc(Cl)cc2)c2nc3ccccc3nc2n1Cc1ccco1	-19.0
CSc1ccc2nc(NC(=O)c3nc4ccccc4s3)sc2c1	-9.0
O=C(Nc1ncc(Cc2cccc(C(F)(F)F)c2)s1)C(c1ccccc1)c1ccccc1	-17.0
COc1ccc(OC)c(-c2cc(C(=O)N3CCC(Cn4cccn4)CC3)[nH]n2)c1	4.0
Cc1ccc(-c2noc(-c3cccn(CC(=O)NCc4ccccc4Cl)c3=O)n2)cc1	4.0
O=C(NCc1ccccn1)C(=O)NCC(c1ccco1)N1CCN(c2ccccc2)CC1 (configuration not stated)	-5.0
O=S(=O)(Nc1cnc(N2CCN(c3ccccn3)CC2)nc1)c1ccccc1Cl	2.0
CCN(C(=O)CSc1ncc(S(=O)(=O)c2ccc(C)c(Cl)c2)c(=O)[nH]1)c1cccc(C)c1	-3.0
Oc1ccc(C2=Nc3ccccc3S[C@H](c3ccccc3)C2)cc1	-19.0
COc1ccccc1NC(=O)CSc1nc2c(sc(=S)n2-c2ccccc2C)c(=O)[nH]1	3.0
Cc1ccc(CC(=O)Nc2cccc(Cl)c2Cl)c(C)c1	-10.0
Cc1c(C(=O)NCc2ccccc2)nnn1-c1ccc(Br)cc1	-7.0
COC(=O)c1ccc(S(=O)(=O)NCC(c2ccsc2)N2CCOCC2)cc1 (configuration not stated)	-20.0
CC(C)CCC1(CCO)C(=O)NC(=N)NC1=O (configuration not stated)	-13.7
COCCn1c(SCC(=O)c2ccc(F)cc2)nc2cc(C(=O)NCC(C)C)ccc2c1=O	-13.0
CCC1=C(C(=O)OC)C(c2cccc(OC)c2OC)n2nc(SC)nc2N1 (configuration not stated)	-7.0
NC(=O)c1ccc(NC(=O)Cc2csc(SCc3ccc(Cl)cc3)n2)cc1	20.0
O=C(c1c(F)cccc1Cl)N1CCC[C@H](Cc2nc(C3CC3)no2)C1	-13.0
Cc1cc(-c2nnc(N)o2)nn1C	31.0

Grouped by structure, those above with bromine.
SMILES	PriA SSB inh
CCc1n[nH]c(=S)n1N=Cc1cc(Br)c(OC)cc1OC	-6.1
Cc1c(C(=O)NCc2ccccc2)nnn1-c1ccc(Br)cc1	-7.0

Going on with the list.
SMILES	PriA SSB inh
O=C(Nc1cc(-n2cccn2)ncn1)C1CC=CCC1 (configuration not stated)	-10.0
COc1ccc(/C=C2\Oc3cc(OCCN4CCN(c5ccc(F)cc5)CC4)ccc3C2=O)cc1	-2.0
COc1ccc(OC)c(NC(=O)Nc2ccc(Nc3cc(OC)nc(C)n3)cc2)c1	10.0
O=C(CN1CCCc2ccccc21)NN=Cc1ccccc1O	5.3
Cc1ccc(NC(=O)Cn2nc3ccccc3n2)cc1	-13.0
O=C(Cn1cnc2ccccc21)N1CC(c2nc(-c3ccncc3)no2)C1	-13.0
Cn1cnnc1SCc1cc(=O)c(OCC(=O)c2ccc(Cl)cc2)co1	-4.0
NC(=O)C1CCN(C(=O)c2cc3cc([N+](=O)[O-])ccc3oc2=O)CC1	0.0
CN(C(=O)c1ccco1)C1(C)CCS(=O)(=O)C1 (configuration not stated)	-4.0
CC(C)N1CCC(CNS(=O)(=O)c2ccc(F)cc2F)CC1	7.0
CCOC(=O)c1c(NC(=O)C(=O)NN=Cc2ccccc2O)sc2c1CCCCC2	-7.6
Cc1ccc2ncc(C(=O)Nc3ccc4c(c3)OCCO4)c(=O)n2c1	-1.0
O=C(C1=COCCO1)N(CCn1cccn1)c1nc2c(F)cccc2s1	-17.0
CCOCC(=O)Nc1ccc2c(c1)CCC(=O)N2C	-13.0&12.0
CC1(C)COc2ccc(NC(=O)c3cc4ccccc4oc3=O)cc2NC1=O	20.0
Cc1ccc(-c2csc(/C(C#N)=C\c3ccc(O)c([N+](=O)[O-])c3)n2)cc1	24.0
COC(=O)CSc1nc(-c2ccc(O)c(O)c2)cs1	3.0
CC1CN(c2ncnc3c2cnn3CCNC(=O)C2CC(=O)N(c3ccccc3)C2)CC(C)O1 (configuration not stated)	-16.0&2.0
CN(CC(=O)NCc1ccc2c(c1)OCO2)S(=O)(=O)c1cccc2cnccc12	-6.0
COCCCNC(=O)/C(C#N)=C1\N=C(NC(=O)c2ccc([N+](=O)[O-])cc2)c2ccccc21	-12.0
O=C(Cn1nnc2ccccc21)NCCn1nc(-n2cncn2)ccc1=O	-5.0
CCCCNC(=S)NN=Cc1ccc(OCC(=O)Nc2c(C)cc(C)cc2C)c(OC)c1	-3.5
CSc1nn(CC(=O)Nc2c(C)cc(C)cc2C)c(N)c1S(=O)(=O)c1ccc(C)cc1	16.0
CC1CCN(C(=O)/C(=C/C=C/c2ccccc2)NC(=O)c2ccccc2)CC1	3.0
O=C(NN=Cc1ccc(OC(=O)c2ccco2)cc1)c1ccccn1	-3.7
COc1cccc(OC)c1C(=O)Nc1ccc(-n2c(C)nc3ncccc3c2=O)cc1	-17.0
CC(C)(C)C(=O)N1CCc2ccc(NS(=O)(=O)c3cccc(Cl)c3)cc21	2.0
COc1ccc(CCC(=O)Nc2ccc3c(c2)CN(C(=O)C2CC2)CC3)cc1	-1.0
CC1(C)COC(c2ccc(Br)cc2)=N1	14.0
C[C@H](NC(=O)C1=NCCN1)c1ccc(F)cc1	-16.0
CCc1c(C)nc(-n2nc(C)cc2NC(=O)C(=O)NCCc2c[nH]c3ccccc23)[nH]c1=O	-12.0
O=C(Nc1nc2ccccc2s1)C(=O)N1CCC(Cc2ccccc2)CC1	-25.0
c1cnn(CCN2CCOCC2)c1	-2.0
CCOc1ccc(-c2[nH]ncc2-c2nc(-c3cccc(C)c3)no2)cc1Cl	-29.0
Cc1cc(C(=O)NCC2CCN(c3ccncc3)CC2)c(C)o1	-24.0
CCCCOC(=O)c1ccc(NC(=S)c2ccc3ccccc3n2)cc1	3.0
COc1ccc2nc(-c3ccc(C)c(NS(=O)(=O)c4ccc(C)s4)c3)cn2n1	-3.0
N#Cc1nc(COc2ccc(Cl)cc2)oc1N1CCCCC1	95.3*
CC(C)S(=O)(=O)c1ccc(CC(=O)N2CC(c3nc(-c4cccc(C(F)(F)F)c4)no3)C2)cc1	-9.0
COc1ccc(C2(CNC(=O)C(=O)Nc3ccon3)CCOCC2)cc1	-8.0
COc1ccc(NC(=O)c2ccc(N3CCC(OC)C3)cc2)cc1Cl (configuration not stated)	-22.0
COc1ccc(S(=O)(=O)N2CCCCC2CC(=O)Nc2ccc(N(C)C)cc2)cc1 (configuration not stated)	47.0
CCOC(=O)Nc1c(C(=O)Nc2ccc(CC)cc2)oc2ccccc12	-17.0
O=C(NCC(=O)N1C2CCC1CC(S(=O)(=O)c1ccccc1)C2)OCc1ccccc1 (configuration not stated)	-15.0
Cc1ccc(C)c(S(=O)(=O)N=C2C=C(Cl)C(=O)c3ccccc32)c1	59.0
CCOC(=O)C(=O)Nn1cnc2c(cnn2-c2ccc(C)cc2)c1=O	-8.0
O=C(CON=Cc1cccc([N+](=O)[O-])c1)NC1CCCCC1	0.6
N#CCCSc1ccccc1NC(=O)c1ccc([N+](=O)[O-])o1	-9.0
Cc1ccc(NC(=O)c2oc3ccccc3c2NC(=O)C2CC2)cc1C	-4.0
Cc1ccccc1-c1noc(CC2CCCN(C(=O)C3CC4C=CC3C4)C2)n1 (configuration not stated)	-13.0
CC(=NNC(=O)C1CC1)c1ccccc1Br	-1.7
CCS(=O)(=O)NCCS(=O)(=O)N1CCN(c2ccccc2F)CC1	-6.0
C(=NNc1nc(N2CCCC2)nc(N2CCCC2)n1)c1ccncc1	-1.6
CCn1cccc(-c2nnc(SCC(=O)NC3CCCC3)n2C)c1=O	-13.0
C[C@H](O)c1nc2ccccc2n1C/C=C/c1ccccc1	-9.0
COc1ccc(-c2ccc(=O)n(CCCC(=O)Nc3ccc(C(N)=O)cc3)n2)cc1OC	1.0
Cn1cccc1C(CNC(=O)c1cccs1)N1CCCC1 (configuration not stated)	-4.0
CCN1C(=O)C(C)(C)COc2ccc(NS(=O)(=O)CC(C)C)cc21	-1.0
CCOC(=O)c1cc(C(=O)N/N=C\c2ccco2)c(C)nc1C	-3.0
Cc1cc(OCC(=O)NCc2ccccc2Br)nc(N2CCCC2)n1	-4.0

The listing continues.
SMILES	PriA SSB inh
COc1ccc(-c2ccc(=O)n(CCNC(=O)c3ccccc3C(F)(F)F)n2)cc1	-10.0
CC(C)(C)NC(=O)N1CCC(CNC(=O)CCc2ccccc2Br)CC1	-9.0
Cc1ccc(NC(=O)c2c(O)c3ccccc3n(-c3ccccc3)c2=O)c(C)c1	-14.0
CON(C)C(=O)CN(C)c1nc2c(C(F)(F)F)cccc2s1	-5.0
CCCc1c(C(=O)NN=Cc2ccccc2C(F)(F)F)nnn1-c1nonc1N	-19.5
CCOc1cc(C(=O)Nc2nnc(-c3ccc4c(c3)OCO4)o2)cc(OCC)c1OCC	-18.0
Cc1c(C=NNC(=O)c2csc3ccccc23)cnn1C	-11.9
NC(=O)c1ccccc1OCC#CCNC(=O)Cn1cnc2ccccc21	4.0
O=C(COc1ccc(F)cc1)Nc1ccc2c(c1)N(C(=O)c1ccco1)CC2	0.0
CSc1ncccc1C(=O)N1CCC(S(=O)(=O)c2nccn2C)CC1	-6.0
COc1cccc(C(=O)Nc2ccc(-c3nnc(C)o3)cc2)c1	-6.0
COc1cc(/C=C2/C(=O)NC(=N)N2C)cc(OC)c1OC	-7.0
Cc1cccc(C)c1NC(=O)C(=O)NCC(c1ccc2c(c1)CCN2C)N(C)C (configuration not stated)	-1.0
COc1ccccc1CCNC(=O)C1CN(S(=O)(=O)C2CC2)C1	-13.0
O=C1NC(=Nc2ccc(Cl)cc2)SC1Cc1cccc(C(F)(F)F)c1 (configuration not stated)	5.0
O=S(=O)(c1cc(F)cc(F)c1)N1CCN(CC(F)(F)F)CC1	-9.0
COc1cccc(NC(=O)C(C)SC2=Nc3ccccc3C3=NC(c4ccccc4)C(=O)N23)c1 (configuration not stated)	-6.0
O=C(c1c(F)cccc1F)N1CCN(CC(O)c2cccs2)CC1 (configuration not stated)	-19.0
CSCC[C@H](NC(=O)OC(C)(C)C)C(=O)NN=Cc1cc2ccc(C)cc2nc1Cl	-6.8
Cn1cccc(C(=O)NCCn2nc(-c3ccncc3)c3c2CCCC3)c1=O	-12.0
NS(=O)(=O)c1ccc(NC(=O)c2csc3nc(-c4ccc(F)cc4)cn23)cc1	-1.0
O=C(CSc1nc2ccccc2o1)Nc1nc2c(s1)COCC2	3.0
COc1ccc(CC(=O)Nn2cnc3c(cnn3-c3ccc(F)cc3)c2=O)cc1OC	7.0
O=S(=O)(c1ccccc1F)N1CCC(N2CCC[C@@H]2CO)CC1	-4.0
O=C(NCCN1Cc2cc(Cl)ccc2OCC1=O)c1cnccn1	50.0*

Of the compounds above, eight have an NH in an aromatic ring.
SMILES	PriA SSB inh
CCc1n[nH]c(=S)n1N=Cc1cc(Br)c(OC)cc1OC	-6.1
Cc1cccc(C=Nn2c(-c3cc(-c4ccccc4)n[nH]3)n[nH]c2=S)c1	11.2
Cn1c(=O)[nH]c(=O)c2c1nc(N1CCN(c3ccccc3F)CC1)n2CCCSc1ncccn1	-21.0
COc1ccc(OC)c(-c2cc(C(=O)N3CCC(Cn4cccn4)CC3)[nH]n2)c1	4.0
CCN(C(=O)CSc1ncc(S(=O)(=O)c2ccc(C)c(Cl)c2)c(=O)[nH]1)c1cccc(C)c1	-3.0
COc1ccccc1NC(=O)CSc1nc2c(sc(=S)n2-c2ccccc2C)c(=O)[nH]1	3.0
CCc1c(C)nc(-n2nc(C)cc2NC(=O)C(=O)NCCc2c[nH]c3ccccc23)[nH]c1=O	-12.0
CCOc1ccc(-c2[nH]ncc2-c2nc(-c3cccc(C)c3)no2)cc1Cl	-29.0
